# Lamin A splicing: qHTS Assay for Modulators of Lamin A Splicing. AID 1487, 2009. Potency, µM (top dose mostly 46.1 µM), for inactives: at the highest dose ratio change, negative = inhibition, most hits filed as inhibitors. hit rate 0.01% among 200,000. HeLa LMNA splicing GFP/RFP minigene ratio, 48 h; active means well fitted inhibition curve with a large enough effect in the signal ratio, with a control signal flat, not every such curve was filed as active; inconclusive means small, poorly fitted or top-dose-only effect, or effect the other way, or a change in a side signal; the % refers to the signal ratio; further: potency means the concentration at half of the fitted maximal effect; on the % scale 0 is the no-effect control and ±100 the full control effect
#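 S3 HeLa cells stably expressing lamin A-EGFP splicing minigene plus DsRed2, 600 cells/well, 48 h compound exposure at 37C. Laser-scanning cytometry; analysed as GFP (500-530 nm)/RFP (575-640 nm) total intensity ratio; 0.5% DMSO vehicle.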
# Luc counter: Counterscreen for Luciferase (Kinase-Glo TM) Inhibition; Luciferin 4-monooxygenase (Photuris pensylvanica), Q27757; Kinase-Glo luciferase, ATP luminescence, 8 min; Potency, µM (titrated, usually from 38.3 µM), inactives show at the top dose activity change, negative = inhibition, actives largely listed as inhibitors; hit rate 0.28% among 200,000; AID 1379, 2008; further: potency means the concentration at half of the fitted maximal effect; on the % scale 0 is the no-effect control and ±100 the full control effect; nearly all actives have a fitted effect of over 60% in size
#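 Compounds were added to a substrate mix at pH 7.2 (50 mM imidazole, 10 uM ATP, within the enzyme's linear range), followed by Kinase-Glo detection reagent; luminescence was measured after 8 minutes at ambient temperature.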
# Epigenetic derep: Quantitative High-Throughput Screen for Regulators of Epigenetic Control; murine LDR cells, GFP reporter derepression, 30 h; Potency, µM (doses to about 53.9 µM), without a hit: at the top dose GFP activation, most hits filed as activators; hit rate 0.2% among 280,000; AID 1865, 2009; further: potency means the concentration at half of the fitted maximal effect; % of control where 0% means no effect; nearly all actives have a fitted effect of over 60% in size
#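 Murine LDR cells carrying a silenced, genomically integrated CMV-driven GFP reporter were exposed to compound for 30 hours at 37 C. After PBS washes, GFP-positive cells (20–120 um objects) were counted by laser-scanning microplate cytometry.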
# NPSR antag: qHTS Assay for Antagonists of the Neuropeptide S Receptor: cAMP Signal Transduction; CHO-NPSR cells, cAMP TR-FRET, antagonist mode; hit rate 1% among 220,000; Q6W5P4; Potency, µM (series often up to 38.3 µM), for inactives: at the highest dose activity change, negative = inhibition, hits mostly inhibitors; further: potency means the concentration at half of the fitted maximal effect; on the % scale 0 is the no-effect control and ±100 the full control effect; nearly all actives have a fitted effect of over 50% in size; many of its hits are not listed in these tables
# Target sequence (Q6W5P4 whole entry, looked up): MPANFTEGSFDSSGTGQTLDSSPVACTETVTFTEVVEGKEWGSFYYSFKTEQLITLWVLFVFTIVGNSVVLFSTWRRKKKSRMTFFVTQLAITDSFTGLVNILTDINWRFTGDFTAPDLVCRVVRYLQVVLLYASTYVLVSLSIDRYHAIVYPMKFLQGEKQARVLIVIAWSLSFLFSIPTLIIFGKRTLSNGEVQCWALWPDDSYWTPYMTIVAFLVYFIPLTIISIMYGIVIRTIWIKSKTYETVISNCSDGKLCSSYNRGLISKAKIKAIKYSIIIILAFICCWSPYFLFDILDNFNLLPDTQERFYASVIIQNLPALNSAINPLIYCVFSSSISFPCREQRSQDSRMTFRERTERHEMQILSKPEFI
# CBFb RUNX1 block: qHTS Assay for Compounds Blocking the Interaction Between CBF-beta and RUNX1 for the Treatment of Acute Myeloid Leukemia. AID 1477, 2009. Potency, µM (top dose mostly 59.8 µM), for inactives: at the highest dose activity, negative = inhibition, usual class: inhibitors. Runt-related transcription factor 1 (Homo sapiens) + Core-binding factor subunit beta …. 230,000 tested, under 10 active. AlphaScreen CBFb-His/RUNX1-biotin binding, biochemical; further: % of control where 0% means no effect
#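 Bead-based AlphaScreen assay; binding partners His-tagged CBF-beta and biotinylated RUNX1 at 30 nM each. Compound exposure 15 min after a 20-min protein preincubation; bead step 90 min; all steps at room temperature.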
# aGal spleen mod: qHTS Assay for Inhibitors and Activators of Human alpha-Galactosidase From Spleen Homogenate | human spleen homogenate, 4MU-alpha-Gal fluorescence, 40 min | Potency, µM (highest dose often 80 µM), for the others: at the top dose activity change, negative = inhibition, actives largely listed as inhibitors | hit rate 0.008% among 240,000;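 further: potency means the concentration at half of the fitted maximal effect; 0% = enzyme with vehicle and -100% = no enzyme basal signal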
# Target sequence (P06280 32-429 limits assumed): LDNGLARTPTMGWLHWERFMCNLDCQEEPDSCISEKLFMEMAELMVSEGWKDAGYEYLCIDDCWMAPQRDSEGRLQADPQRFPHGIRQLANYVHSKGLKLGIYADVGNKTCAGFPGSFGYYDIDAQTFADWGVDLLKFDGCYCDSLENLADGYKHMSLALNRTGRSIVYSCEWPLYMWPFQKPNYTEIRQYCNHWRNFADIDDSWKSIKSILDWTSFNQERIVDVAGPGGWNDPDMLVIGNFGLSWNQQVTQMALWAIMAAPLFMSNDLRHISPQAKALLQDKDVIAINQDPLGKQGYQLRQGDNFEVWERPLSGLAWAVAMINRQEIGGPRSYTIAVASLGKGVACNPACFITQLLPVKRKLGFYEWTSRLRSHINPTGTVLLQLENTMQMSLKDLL
#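 Inhibition or activation of alpha-galactosidase in human spleen homogenate is scored by 4-MU fluorescence after 40 min at 37C, pH 5.0, with 1 mM substrate. AC50s come from concentration-response fitted to the Hill equation.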
# IMPase Li inh: qHTS Assay for Identifying the Cell-Membrane Permeable IMPase Inhibitors: Potentiation with Lithium; Potency, µM (titrated, usually from 59.4 µM), inactives show at the top dose activity, negative = IMPase inhibition, usual class: inhibitors; hit rate 0.35% among 210,000; CHO-M1 cells, IP1 TR-FRET (IP-One), carbachol + lithium; AID 1457, 2008;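 further: IP1 builds up when IMPase is blocked and the TR-FRET signal falls; potency means the concentration at half of the fitted maximal effect; plate controls were basal vehicle for no effect and high inhibitor control for full effect; nearly all actives have a fitted effect of over 50% in size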
#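 CHO cells stably expressing M1 receptor (2000/well) were cultured 16–30 h, then exposed to compounds with a small lithium addition for 30 min at 37C. IP1 was measured by TR-FRET competition; AC50 from Hill fits.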
# The depositor's hits bear a star; ? = inconclusive; . = not tested or not shown; [ ] = dose if it differs, or a comment. Unless noted, the call rests on the fitted dose curve; in most records, active means well fitted curve in the direction sought with a large enough effect; inconclusive means small, poorly fitted or top-dose-only effect, or another doubt; inactive means no such curve, though single readings can be large; an effect the other way counts as inactive or inconclusive.
SMILES,Lamin A splicing,Luc counter,Epigenetic derep,NPSR antag,CBFb RUNX1 block,aGal spleen mod,IMPase Li inh
O=C(c1cc2sccc2n1Cc1ccccc1)N1CCCc2ccccc21,0%,2%,0.0%,?,2%,1%,30%[38.3 µM]
O=C(CCC(=O)Nc1ccc(F)cc1)N/N=C/c1cc([N+](=O)[O-])ccc1O,.,1%,-1.5%,-15%,-17%,5%,-2%
O=C(Cc1ccccn1)Nc1ccccc1,-12%,2%,0.8%,-3%[46.1 µM],3%,2%,-5%[38.3 µM]
Cc1nn(C(=O)CNS(=O)(=O)c2ccccc2)c(C)c1Sc1ccc(Cl)cc1,-13%,-3%,0.0%,-27%,-5%,1%,6%
COc1ccccc1N1CCN(CC(=O)Nc2ccc(C)c(F)c2)CC1,?,-6%,3.9%,-13%[46.1 µM],0%,8%,7%[38.3 µM]
CCCC(=O)Nc1ccc(NC(=O)C23CC4CC(CC(C4)C2)C3)cn1,2%,1%,0.3%,-19%[46.1 µM],7%,7%,19%[38.3 µM]
N#CC(c1ccccc1)N(CCCCl)C(=O)c1ccc(Br)cc1 (stereo not given),?,-2%,1.0%,-24%,-3%,1%,15%
CCC(C)[C@H](NC(=O)N1CCC(C)CC1)C(=O)O (stereo not given in full),.,.,7.0%,22%,3%,5%,.
Cc1[nH]nc2c1C(c1ccsc1)C(C#N)=C(N)O2 (stereo not given),0%,18%,-0.7%,10%[46.1 µM],16%,-1%,20%[38.3 µM]
Cc1cccc(C(=O)NC(C)C(c2cccs2)N2CCOCC2)c1 (stereo not given),.,.,-2.8%,14%,20%,7%,.
COc1ccc(Nc2cc(C(=O)NCc3cccnc3)c3ccccc3n2)c(OC)c1,21%[46 µM],-2%,0.1%,-10%,-16%,-1%,12%
CCOC(=O)Cn1cc(C#N)c2ccccc21,-12%[46 µM],-1%,0.0%,-6%,1%,2%,8%
CCC(=O)NC(/C=C/c1ccccc1)c1cc([N+](=O)[O-])c2cccnc2c1O (stereo not given),?,2%,6.9%,21%,-15%,4%,1%
Cc1cc(C)cc(-n2c(SCC(=O)NCc3ccco3)nc3ccccc3c2=O)c1,?,20%,7.7%,-12%[46.1 µM],5%,4%,25%[38.3 µM]
COc1cc(OC)c(C2C(C(=O)Nc3ccc(C)cc3C)=C(C)Nc3ncnn32)cc1OC (stereo not given),13%,-6%,0.0%,-8%[46.1 µM],-1%,8%,-9%[38.3 µM]
CCC(C)(C)NC(=O)C(c1cccs1)N(C(=O)c1ccn[nH]1)c1cccc(OC)c1 (stereo not given),?,0%,0.0%,-20%,2%,6%,5%
COc1ccc(CNS(=O)(=O)c2cc(OCC(N)=O)c(C)cc2Cl)cc1,2%,-1%,-1.0%,3%[46.1 µM],4%,6%,-3%[38.3 µM]
COc1cc(NCCCCCCCN)c2ncccc2c1,?,-6%,-3.5%,18%[46.1 µM],-10%,5%,20%
Cc1cc(C(=O)CN2C(=O)NC3(CCCCC3)C2=O)c(C)n1Cc1ccco1,4%[46 µM],1%,-1.9%,-9%,-3%,-6%,1%
O=C(c1ccc(N2CCCC2)c([N+](=O)[O-])c1)N1CCN(CCO)CC1,.,.,0.5%,-25%,-3%,-4%,.

# An excerpt of these results, as labelled records.
Cc1cccc(C(=O)NC(C)C(c2cccs2)N2CCOCC2)c1 (stereo not given)
  Lamin A splicing: .	Luc counter: .	Epigenetic derep: -2.8%	NPSR antag: 14%	CBFb RUNX1 block: 20%	aGal spleen mod: 7%	IMPase Li inh: .

Cc1nn(C(=O)CNS(=O)(=O)c2ccccc2)c(C)c1Sc1ccc(Cl)cc1
  Lamin A splicing: -13%	Luc counter: -3%	Epigenetic derep: 0.0%	NPSR antag: -27%	CBFb RUNX1 block: -5%	aGal spleen mod: 1%	IMPase Li inh: 6%

N#CC(c1ccccc1)N(CCCCl)C(=O)c1ccc(Br)cc1 (stereo not given)
  Lamin A splicing: ?	Luc counter: -2%	Epigenetic derep: 1.0%	NPSR antag: -24%	CBFb RUNX1 block: -3%	aGal spleen mod: 1%	IMPase Li inh: 15%

CCC(C)(C)NC(=O)C(c1cccs1)N(C(=O)c1ccn[nH]1)c1cccc(OC)c1 (stereo not given)
  Lamin A splicing: ?	Luc counter: 0%	Epigenetic derep: 0.0%	NPSR antag: -20%	CBFb RUNX1 block: 2%	aGal spleen mod: 6%	IMPase Li inh: 5%

# Taken from above.
# `O=C(Cc1ccccn1)Nc1ccccc1` in Luc counter → 2%
# `CCCC(=O)Nc1ccc(NC(=O)C23CC4CC(CC(C4)C2)C3)cn1` in NPSR antag → -19%[46.1 µM]

# Remaining list, next part.
SMILES,Lamin A splicing,Luc counter,Epigenetic derep,NPSR antag,CBFb RUNX1 block,aGal spleen mod,IMPase Li inh
CCN(CC)S(=O)(=O)c1ccc(N2CCOCC2)c(NC(=O)COc2ccccc2C#N)c1,.,1%,0.9%,-29%,-22%,-7%,2%
CCOC(=O)c1ccc(NC(=S)NCCc2ccccc2)cc1,17%,.,0.0%,-19%[46.1 µM],8%,12%,.
O=C(NCCc1ccccc1)C(=O)Nc1nccs1,-5%,-2%,-1.1%,12%,0%,3%,-4%
Cc1ccc(/C=N/Nc2nc(N3CCOCC3)nc(N3CCOCC3)n2)o1,.,1%,-5.1%,23%,1%,-1%,-5%
CCC(C)NC(=O)CC(C)C (stereo not given),.,.,0.0%,-7%,-7%,26%,.
COc1ccc(CNC(=O)N[C@@H](CC(C)C)C(=O)O)cc1OC,.,.,-2.0%,9%,5%,14%,.
Cn1c(C(=O)NCCCN2CCCCCC2)cc2c(=O)n(C)c3ccccc3c21,-16%,5%,-0.8%,-11%[46.1 µM],1%,-2%,56%[activator][38.3 µM]
O=C(/C=C/c1c(F)cccc1Cl)Nc1nn[nH]n1,?,-7%,-1.1%,2%,-13%,-4%,2%
Cc1onc(-c2c(F)cccc2Cl)c1C(=O)N1CCc2ccccc21,-2%,2%,-7.0%,-5%[46.1 µM],2%,-5%,43%[activator][38.3 µM]
CCn1c(=O)c(C(=O)Nc2cnccn2)c(O)c2ccccc21,-2%,-3%,3.7%,-4%[7.67 µM],-1%,2%,-17%[38.3 µM]
O=C(O)c1cccc(Oc2ncnc3sc4c(c23)CCCC4)c1,.,-1%,1.1%,-3%,-5%,6%,-1%
O=[N+]([O-])c1cc(C(F)(F)F)ccc1NCCCCNS(=O)(=O)c1ccc2ccccc2c1,?,-1%,3.0%,-10%[46.1 µM],-13%,5%,14%[38.3 µM]
Cc1ccc(-n2nc(C)c(NS(=O)(=O)c3ccccc3)c2C)cc1C,-6%,20%,0.8%,-9%[46.1 µM],-3%,1%,28%[38.3 µM]
Cc1cc(CNC(=O)COc2ccc(F)cc2)c2ccccc2n1,4%[46 µM],-1%,2.3%,16%,3%,0%,12%
O=C(NCCN1CCN(c2ccccc2)CC1)c1ccc2c(c1)[nH]c(=S)n1c3ccccc3nc21,.,-1%,-0.3%,-25%,-5%,9%,10µM*
N/C(=N\OC(=O)c1ccc(Br)cc1)c1ccccc1,2%,?,0.2%,-11%[46.1 µM],3%,6%,6%[38.3 µM]
COc1ccc(-n2c(SCCC(=O)O)nnc2-c2ccncc2)cc1,10%,2%,-0.8%,-2%[46.1 µM],2%,2%,13%[38.3 µM]
COc1ccc2c(c1)c(=O)oc1cc(OCC(=O)NC3CC3)ccc12,1%,2%,-2.1%,6%[46.1 µM],4%,-8%,-2%[38.3 µM]
NS(=O)(=O)c1ccc(NC=C2C(=O)OC3(CCCCC3)OC2=O)cc1,9%,-1%,0.0%,-17%[46.1 µM],-3%,4%,-2%[38.3 µM]
COCCNC(=O)Cn1c(=O)n(C)c2ccccc21,8%,1%,-4.1%,2%[46.1 µM],4%,10%,25%[38.3 µM]
CCn1c(=O)c2cc(C(=O)Nc3ccc(OC)cc3OC)sc2c2ccccc21,.,.,0.1%,-10%,0%,-2%,.
CCn1c(CC(=O)Nc2ccccc2)n[nH]c1=S,-6%[46 µM],3%,5.2%,-3%,16%,5%,-4%
CCOc1ccc(N2C(=O)/C(=C/c3ccccn3)SC2=S)cc1,.,.,0.0%,2%[7.67 µM],0%,5%,.
CCCCOC(=O)C1CCC[C@@H](C)N1 (stereo not given in full),13%,-3%,-2.1%,1%[46.1 µM],1%,-3%,-5%[38.3 µM]
Cc1n[nH]c(=O)n1-c1ccc(OCc2ccccc2)cc1,.,-2%,1.2%,-1%,2%,-4%,11%
O=C(COc1ccc2ccccc2c1)N1CCN(c2ccccc2O)CC1,?,0%,-0.1%,-18%[46.1 µM],-6%,2%,-12%[38.3 µM]
Cc1noc(C)c1S(=O)(=O)N(CC(=O)NCc1ccc(Cl)cc1)c1ccc2c(c1)OCO2,3%,-2%,3.7%,-16%[46.1 µM],4%,-3%,3%[38.3 µM]
Nc1nc(-c2ccccc2)c(-c2ccc([N+](=O)[O-])cc2)s1,.,-3%,6.5%,?,-5%,-6%,15%
Cn1c(COc2ccc3ccccc3c2)nnc1SCC(=O)OC1CCCCC1,-11%,0%,-1.0%,-18%[46.1 µM],-5%,-6%,8%
COc1ccc(OC)c(CNC(=O)C2CCN(C(=O)N(C)C)CC2)c1,1%,-3%,-0.8%,1%[46.1 µM],6%,2%,18%[38.3 µM]
Cc1c(C(=O)/C=C/N(C)C)nnn1-c1ccc(Cl)c(Cl)c1,.,.,0.1%,0%,-1%,4%,.
CCOC(=O)C1CCCN(CCC(=O)Nc2ccc(F)c(F)c2)C1 (stereo not given),0%,-3%,1.0%,-3%[46.1 µM],2%,0%,42%[activator][38.3 µM]
CCN1CCN(C(=O)CCc2ccc(S(=O)(=O)NCCc3ccccc3)cc2)CC1,-11%,1%,2.0%,-1%[46.1 µM],2%,-17%,-3%
O=C(NNc1nc2c(F)cccc2s1)c1ccc(F)cc1,.,0%,-2.1%,1%,9%,1%,-1%

# Screening data: PubChem, National Center for Advancing Translational Sciences (NCATS)

# An excerpt; count on the stated rates, not on these rows.
